Screening results deposited in PubChem BioAssay by Broad Institute.
BL2 CD40 inh – CD40 pathway inhibition in BL2 cells. BL2 NF-kB luciferase reporter, CD40L-induced, 4 h. inhibition, % at 10 µM. 83,000 tested, 0.94% active. AID 1053188;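 active means mean inhibition of at least 50% with a set share of replicates also reaching that level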;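 further: 0% = neutral control wells and 100% = IKK inhibitor VII at 50 µM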
* = called active by the depositor; & = joins results of further samples; [ ] = remark or other dose. This is a subset (hit frequency here may not be typical).

A first look:
cpd	SMILES	BL2 CD40 inh
1	CN(C)C(=O)c1ccc(NC(=O)CSc2nc3ccccc3[nH]2)cc1	7
2	CCCC#Cc1ccc([C@H]2[C@@H](C#N)N(S(C)(=O)=O)[C@H]2CO)cc1	-17[25 µM]
3	O=C(CCCc1ccccc1)NCCC1=CCCCC1	-60
4	CSc1ccc(/C=N/NC(=O)CN2CCN(Cc3ccccc3)CC2)cc1	-5
5	CCNC(=O)N1c2ccc(OC)cc2C(C)=CC1(C)C	-4
6	O=C(NCc1cccnc1)c1cccc(S(=O)(=O)N2CCCCC2)c1	-6

All compounds of this part, from the first entry:
cpd	SMILES	BL2 CD40 inh
1	CN(C)C(=O)c1ccc(NC(=O)CSc2nc3ccccc3[nH]2)cc1	7
2	CCCC#Cc1ccc([C@H]2[C@@H](C#N)N(S(C)(=O)=O)[C@H]2CO)cc1	-17[25 µM]
3	O=C(CCCc1ccccc1)NCCC1=CCCCC1	-60
4	CSc1ccc(/C=N/NC(=O)CN2CCN(Cc3ccccc3)CC2)cc1	-5
5	CCNC(=O)N1c2ccc(OC)cc2C(C)=CC1(C)C	-4
6	O=C(NCc1cccnc1)c1cccc(S(=O)(=O)N2CCCCC2)c1	-6
7	c1ccc(-c2noc(CCC3CCCC3)n2)cc1	-58
8	COCC(=O)Nc1ccc2c(c1)[C@H]1C[C@H](CC(=O)N3CCOCC3)O[C@H](CO)[C@H]1O2	-5[25 µM]
9	CC1CC1C(=O)N(C)CC(=O)Nc1ccccc1Br (stereo not given)	6
10	O=C(c1ccncc1)N1C[C@H]2[C@@H](c3ccccc31)[C@@H](CO)N2Cc1ccccc1F	4[25 µM]
11	O=C1C(=Cc2ccccc2[N+](=O)[O-])Cc2ccccc21	50*
12	Cc1ccc(Cn2ncc3c(NCCCN4CCOCC4)ncnc32)cc1	8
13	Cn1c(=O)oc2cc(S(=O)(=O)NCc3ccco3)ccc21	11
14	COc1ccccc1CN(C)C(=O)c1cccc(S(=O)(=O)N2CCN(Cc3ccccc3)CC2)c1	9
15	O=C(COC(=O)C1CCN(S(=O)(=O)c2ccccc2)CC1)NCCc1ccccc1	9
16	CSc1ccccc1C(=O)NC1CCCN(c2ccc(C(F)(F)F)cn2)C1 (stereo not given)	5
17	Cc1ccc(S(=O)(=O)N2CCCCC2C(=O)Nc2ccc(N(C)C)cc2)cc1 (stereo not given)	0
18	CC(OC(=O)CCSc1ccccc1)C(=O)Nc1ccc(S(N)(=O)=O)cc1 (stereo not given)	6
19	COc1ccc(CCc2ccnc3ccccc23)cc1	-3
20	COc1ccc(CN2[C@@H]3CN(C(=O)C4CC4)c4ccccc4[C@@H]3[C@@H]2CO)cc1	5[25 µM]
21	CNC(=O)c1cccn1-c1ccsc1C(=O)OC	1
22	CCOc1cc(C(=O)N2CCOCC2)ccc1OCc1ccccc1	0
23	COc1cccc(-c2ccc(C3[C@H]4CNC[C@@H]3N4C(=O)Nc3ccc4c(c3)OCO4)cc2)c1 (stereo not given in full)	-15&-22[25 µM]
24	O=C(C[C@@H]1C[C@@H]2c3cc(NC(=O)C4CCOCC4)ccc3O[C@@H]2[C@H](CO)O1)NCCN1CCCCC1	-12[25 µM]
25	Cc1nc(CN(C)C(=O)c2ccccc2OC2CCN(S(C)(=O)=O)CC2)cs1	0
26	O=C(Nc1ccccc1)c1cc(S(=O)(=O)N2CCCCC2)ccc1N1CCOCC1	6
27	COc1ccc2c(c1)Cc1sc(NC(=O)c3ccco3)nc1-2	-86
28	C/C=C/c1ccc2c(c1)[C@H]1[C@H](CCN1S(=O)(=O)c1cn(C)cn1)[C@H](CO)N2	-9[25 µM]
29	O=C(Nc1ccncc1)Nc1ccncc1	16
30	O=C(c1ccco1)N1CCN(C(=O)c2cccs2)CC1	1

Going on with the list:
cpd	SMILES	BL2 CD40 inh
31	CC(=O)NC(Cc1ccccc1)C(=O)Oc1ccc2ccccc2c1 (stereo not given)	-18
32	Cc1ccc(CNC(=O)CCCC(=O)c2ccccc2)cc1	5
33	N#Cc1nc(-c2ccco2)oc1N1CCN(C(c2ccccc2)c2ccccc2)CC1	18
34	COc1ccc(OC)c(NC(=O)C(C#N)=Cc2ccco2)c1	-6
35	O=[N+]([O-])c1ccc2nccn2c1	6
36	CC=Cc1ccc2n(c1=O)C[C@H]1[C@H](CO)[C@@H](C(=O)N3CCOCC3)[C@@H]2N1CC1CCCC1 (mixture of isomers)	7[25 µM]
37	CNc1cc(NS(=O)(=O)c2ccc(N)cc2)nc(NC)n1	-15[25 µM]
38	COc1ccc(NS(=O)(=O)c2cccc(C(=O)NCC(c3cccs3)N3CCOCC3)c2)cc1 (stereo not given)	-1
39	COC(=O)c1sccc1-c1ccc(C(N)=O)o1	4
40	O=C(C[C@H]1CC[C@H]2NC[C@@H](O)COC[C@@H]2O1)Nc1nccs1	-15[25 µM]
41	Cc1ccc(NC(=O)c2ccc(OC(=O)COc3cccc(Cl)c3)cc2)cc1	-69
42	CCN1CCN(c2ccc(S(=O)(=O)N3CCCCC3)cc2NC(=O)c2cccc(F)c2)CC1	4
43	CN1CCN(C(=O)C[C@@H]2CC[C@H]3[C@@H](COC[C@H](O)CN3Cc3cccc(-c4ccncc4)c3)O2)CC1	-1[25 µM]
44	CC(C)NC(=O)N1[C@@H]2CN(C(=O)C3CCC3)c3ccccc3[C@@H]2[C@@H]1CO	5
45	CCN(CC)C(=O)Oc1ccc2cc(Br)ccc2c1	-47
46	CN(c1ccccc1)S(=O)(=O)c1ccc(C(=O)N2CCc3ccccc3C2)cc1	10
47	O=C(NCc1nnnn1-c1ccc(F)cc1)c1ccc(S(=O)(=O)N2CCOCC2)cc1	9
48	COc1ccc(C(CNC(=O)Cc2ccc3ccccc3c2)N(C)C)cc1 (stereo not given)	0
49	C[C@H](NC(=O)CCn1nnc2ccccc2c1=O)C(=O)O	16
50	Cc1ccc(C)c(NC(=O)c2cnn3ccccc23)c1	-25
51	O=C1C(c2ccncc2)=C(O)c2ccccc21	-8
52	Nc1ncnc2c1ncn2[C@H]1CC[C@@H](CO)O1	7
53	COc1ccccc1C(=O)OCC(=O)Nc1cc(S(=O)(=O)N2CCOCC2)ccc1N1CCCC1	15
54	Cc1onc(-c2ccccc2)c1C(=O)Nc1ccncc1	10
55	O=C(NCC[C@H]1CC[C@@H](NC(=O)C2CCCC2)[C@H](CO)O1)Nc1ccc(Cl)cc1	-18
56	COc1cccc(/C=C2\N=C(c3c(-c4ccccc4)noc3C)OC2=O)c1OC	2
57	Cc1[nH]c(=O)[nH]c(=O)c1S(=O)(=O)N1CCCC(C(=O)NCc2ccccc2Cl)C1 (stereo not given)	0
58	O=S(=O)(c1ccc(Oc2ccc(F)c(Cl)c2)nc1)N1CCOCC1	0
59	CCOC(=O)c1cc(OCC)c2c(ccc3cc(OC)ccc32)n1	3
60	CC(=O)N(C)C[C@@H]1Oc2c(NC(=O)NC(C)C)cccc2C(=O)N(C)C[C@@H]1C	-30

A draw from above in order of molecular weight, largest number first:
cpd	SMILES	BL2 CD40 inh
31	CC(=O)NC(Cc1ccccc1)C(=O)Oc1ccc2ccccc2c1 (stereo not given)	-18
40	O=C(C[C@H]1CC[C@H]2NC[C@@H](O)COC[C@@H]2O1)Nc1nccs1	-15[25 µM]
37	CNc1cc(NS(=O)(=O)c2ccc(N)cc2)nc(NC)n1	-15[25 µM]

Back to the main list, repeating the 2 entries before the break.
cpd	SMILES	BL2 CD40 inh
59	CCOC(=O)c1cc(OCC)c2c(ccc3cc(OC)ccc32)n1	3
60	CC(=O)N(C)C[C@@H]1Oc2c(NC(=O)NC(C)C)cccc2C(=O)N(C)C[C@@H]1C	-30
61	CCOc1ccc(NC(=O)COC(=O)CC2CC3CCC2C3)cc1 (stereo not given)	3
62	CN(C[C@@H]1N[C@@H](CO)[C@@H]1c1ccc(C2=CCCCC2)cc1)S(C)(=O)=O	-16
63	COc1ccccc1CNC(=O)C1CCCCN1S(=O)(=O)c1ccccc1 (stereo not given)	10
64	CN(C)CCCOC(=O)c1cc2ccccc2o1	-20
65	Cc1ccc(C(=O)C=CC=Cc2ccccc2)cc1	-22
66	Cc1onc(-c2c(F)cccc2Cl)c1C(=O)N1CCCC1	11
67	O=C(NC1CCCC1)[C@H]1[C@H](CO)[C@H]2Cn3c(ccc(C4=CCCC4)c3=O)[C@@H]1N2C(=O)c1ccccc1	-2
68	COc1ccc(Oc2cccc(Cl)c2CNC(=O)c2ccccc2C(=O)O)cc1	2
69	COC(=O)Cn1nnc(N2CCOCC2)n1	10
70	O=C(COc1ccc(C(=S)N2CCOCC2)cc1Cl)Nc1ccccc1Cl	-55
71	C/C=C/c1ccc([C@@H]2[C@@H](CO)N3C(=O)CN(C(=O)Nc4ccc(F)cc4)C[C@@H]23)cc1	15[25 µM]
72	O=C(Nc1ccc(F)cc1)N1CC(=O)N2[C@H](C1)[C@H](c1ccc(-c3cccc(F)c3)cc1)[C@@H]2CO	-3[25 µM]
73	COc1cc(OC)c(S(=O)(=O)N2CCCCC2)cc1S(=O)(=O)N1CCCCC1	5
74	COc1cc(SC)ccc1C(=O)NNC(=O)c1cc(C)oc1C	17
75	Cc1nc(SCC(=O)Nc2c(C)n(C)n(-c3ccccc3)c2=O)c(C#N)c(C)c1C	-9
76	CCCC#Cc1ccc([C@H]2[C@@H](C#N)N(C(=O)CN3CCOCC3)[C@@H]2CO)cc1	2[25 µM]
77	COc1ccccc1NC(=O)N1C[C@@H](C)[C@H](OC)CN(C)C(=O)c2ccc(NC(=O)c3cc(C)on3)cc2OC[C@H]1C	13[25 µM]
78	COc1ccccc1OCc1ccc(C(=O)NCc2ccco2)o1	-4
79	O=C(c1cnccn1)N1CC(=O)N2[C@H](CO)[C@H](c3ccc(/C=C/c4ccccc4)cc3)[C@@H]2C1	-7[25 µM]
80	CCC(=O)N1CCC1(C)C(=O)Nc1cccc(Oc2ccccc2)c1 (stereo not given)	8
81	COc1ccc(N2CCN(C(CNC(=O)C(=O)NC3CC3)c3ccco3)CC2)cc1 (stereo not given)	-2
82	Cc1cc(C(=O)c2ccc3ccccc3c2)c(C)o1	1
83	Clc1ccccc1NN(Cc1ccncc1)c1ccccc1Cl	-1
84	CC(CCc1ccco1)NC(=O)Cn1ncc2c1-c1ccccc1OC2 (stereo not given)	-1
85	O=C1COc2ccc(NC(=O)c3ccccc3C(=O)O)cc2N1	-1
86	O=C(OC1CCOC1=O)C1CCN(S(=O)(=O)c2ccccc2)CC1 (stereo not given)	6
87	O=C(NCCCN1CCCC1=O)c1cc(S(=O)(=O)N2CCOCC2)ccc1Cl	0
88	Cc1ccc(OCCCC(=O)Nc2ccc3c(c2)OCCO3)cc1	8
89	CCCC(C)NC(=O)Cc1ccc(Br)cc1 (stereo not given)	-1
90	O=C(Cc1ccccc1)N1CCCC1c1ccccc1 (stereo not given)	7

(more compounds)
cpd	SMILES	BL2 CD40 inh
91	CCC(C)OC(=O)c1cc(C)nc2c(Br)cc(Br)cc12 (stereo not given)	1
92	COc1ccc(C2CC2/C(C)=N/OC(=O)c2ccc(F)cc2)cc1 (stereo not given)	-7
93	COc1ccccc1C(=O)NC(CCSC)C(=O)NCCCSc1ccccc1 (stereo not given)	8
94	O=C(N1CCOCC1)N1CCc2ccccc21	0
95	O=C(OCCN=C1NS(=O)(=O)c2ccccc21)c1ccccc1	6
96	O=C(CCc1nc2ccccc2s1)OCC(=O)N1CCN(C(=O)c2ccco2)CC1	17
97	Cc1ccc(C(=O)N2CCCc3ccccc32)c(Cl)c1	3
98	COc1ccc(-n2nc(C(=O)NCc3ccco3)c3ccccc3c2=O)cc1	-7
99	CN(C)C(=O)c1cccc(-c2ccc(C3[C@@H]4CN(Cc5nccs5)C[C@H]3N4)cc2)c1 (stereo not given in full)	1&-4[25 µM]
100	CCn1c(SC(C)C(=O)N2CCOCC2)nc2sc(C)c(C)c2c1=O (stereo not given)	-4
101	Cc1ccccc1-c1ccc([C@@H]2[C@H](CO)N3CCCCN(S(=O)(=O)Cc4ccccc4)C[C@@H]23)cc1	22[25 µM]
102	CC(=O)Nc1ccc(C(=O)COC(=O)C2CC3CCCC(C2)C3=O)cc1 (stereo not given)	-5
103	COc1ccc2c3c([nH]c2c1)[C@H](CO)N(C(=O)Nc1c(C)noc1C)CC31CCN(CC2CCCC2)CC1	4
104	COc1cc2c(cc1OC)C(c1cccnc1)CC(=O)N2 (stereo not given)	0
105	Cc1cc(C)cc(OCC(=O)OCC(=O)Nc2cc(C)nn2-c2ccccc2)c1	12
106	Cc1nc(S(=O)(=O)N(C)c2ccccc2)c(C#N)c(C)c1Cl	1
107	Cc1c([N+](=O)[O-])c(N)nn1C	-5
108	O=C(Nc1ccc2c(c1)[C@@H]1C[C@H](CC(=O)N3CCc4ccccc4C3)O[C@@H](CO)[C@@H]1O2)C1CCOCC1	-2[25 µM]
109	O=C(CCCc1ccccc1)NCc1cn2ccsc2n1	3
110	O=C(NCc1ccc(F)cc1)C1CCN(c2cnccn2)CC1	11
111	O=C(c1ccc(F)cc1)N1CC[C@@H]2[C@H]1c1cc(C#Cc3ccccc3F)ccc1N[C@@H]2CO	-22[25 µM]
112	C[C@@H]1CN([C@@H](C)CO)C(=O)c2c(c3ccccc3n2C)-c2ccccc2CO[C@H]1CN(C)S(=O)(=O)c1cccs1	19[25 µM]
113	COCC(=O)Nc1ccc2c(c1)C(=O)N(C)C[C@@H](OC)[C@H](C)CN(C(=O)c1ccncc1)[C@H](C)CO2	-10[25 µM]
114	COc1ccc(NC(=O)C2=NN(C3CCS(=O)(=O)C3)C(=O)CC2)cn1 (stereo not given)	4
115	COC(=O)c1cncc(C)c1	-11
116	CC(=O)N1CC2(C1)[C@@H](c1ccccc1)[C@@H](CO)N2S(=O)(=O)c1ccccc1	7

Given as labelled records: entries from further up
110: O=C(NCc1ccc(F)cc1)C1CCN(c2cnccn2)CC1
  BL2 CD40 inh: 11
109: O=C(CCCc1ccccc1)NCc1cn2ccsc2n1
  BL2 CD40 inh: 3
